# From PubChem
# Anesthetic bind – qHTS Assay for Identification of Novel General Anesthetics. AID 485281, 2010. apoferritin/1-aminoanthracene competitive binding, fluorescence. Potency, µM (doses to about 77.5 µM), without a hit: at the top dose activity change, negative = displacement, hits mostly inhibitors. 350,000 compounds, 0.074% hits; also: potency is read from the fitted curve at half-maximal effect; % is scaled to controls: 0 for no effect and ±100 for the full control effect; nearly all actives have a fitted effect of over 20% in size
# Target sequence (P02791 2-175 limits assumed): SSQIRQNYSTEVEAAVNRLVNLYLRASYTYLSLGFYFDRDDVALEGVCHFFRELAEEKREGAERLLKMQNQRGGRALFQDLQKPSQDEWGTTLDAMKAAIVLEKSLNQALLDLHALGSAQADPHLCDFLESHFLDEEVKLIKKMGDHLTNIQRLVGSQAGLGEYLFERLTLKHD
#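 In PBS, apoferritin at 10 uM is loaded with 1-AMA from a 50% saturated solution. After 10 min of compound exposure at ambient temperature, reduced 535 nm fluorescence indicates probe displacement.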
# Pol iota inh – qHTS for Inhibitors of Polymerase Iota; DNA polymerase iota (Homo sapiens), Q9UNA4; Pol iota fluorescent replication assay, 10 min; Potency, µM (doses to about 115 µM), inactives show at the highest dose activity, negative = inhibition, most hits filed as inhibitors; 390,000 compounds, 1% hits; also: potency is read from the fitted curve at half-maximal effect
#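 Fluorescent replication assay read twice, at 0 min and 10 min after adding 50 nM (final) substrate. Enzyme (10 nM) and compounds were first incubated 15 min at room temperature; enzyme-free buffer wells were negative controls.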
# BLM inh – qHTS Assay for Inhibitors of Bloom's syndrome helicase (BLM); recombinant BLM DNA unwinding, fluorescence dequenching; RecQ-like DNA helicase BLM (Homo sapiens), P54132; Potency, µM (top dose mostly 56.1 µM), for inactives: top-dose activity change, negative = inhibition, actives largely listed as inhibitors; 350,000 compounds, 0.2% hits;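 also: potency is read from the fitted curve at half-maximal effect; plate controls were vehicle for no effect and no enzyme for full effect; nearly all actives have a fitted effect of over 35% in size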
# POLH inh – qHTS for Inhibitors of Polymerase Eta | AID 588591, 2011 | Potency, µM (highest dose often 114 µM), for inactives: at the highest dose activity change, negative = inhibition, most hits filed as inhibitors | recombinant Pol eta, fluorescent DNA replication assay | DNA polymerase eta (Homo sapiens), Q9Y253 | 390,000 compounds, 1.2% hits; also: potency is read from the fitted curve at half-maximal effect; % is scaled to controls: 0 for no effect and ±100 for the full control effect
#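 Pol eta (10 nM) was preincubated with compounds for 15 min at room temperature, after which fluorescent replication substrate (50 nM final) was added to start the reaction. Fluorescence was read kinetically at 0 and 10 min.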
# APEX1 inh – qHTS Assay for Inhibitors of the Human Apurinic/apyrimidinic Endonuclease 1 (APE1) | DNA repair nuclease/redox regulator APEX1 (Homo sapiens), P27695 | recombinant APE1, TAMRA/BHQ-2 abasic DNA cleavage fluorescence | Potency, µM (doses to about 65.8 µM), for inactives: top-dose activity change, negative = inhibition, actives largely listed as inhibitors | 350,000 compounds, 0.35% hits | AID 2517, 2012;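 also: potency is read from the fitted curve at half-maximal effect; plate controls were vehicle for no effect and reference inhibitor for full effect; nearly all actives have a fitted effect of over 55% in size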
# Target sequence (P27695 whole entry, looked up): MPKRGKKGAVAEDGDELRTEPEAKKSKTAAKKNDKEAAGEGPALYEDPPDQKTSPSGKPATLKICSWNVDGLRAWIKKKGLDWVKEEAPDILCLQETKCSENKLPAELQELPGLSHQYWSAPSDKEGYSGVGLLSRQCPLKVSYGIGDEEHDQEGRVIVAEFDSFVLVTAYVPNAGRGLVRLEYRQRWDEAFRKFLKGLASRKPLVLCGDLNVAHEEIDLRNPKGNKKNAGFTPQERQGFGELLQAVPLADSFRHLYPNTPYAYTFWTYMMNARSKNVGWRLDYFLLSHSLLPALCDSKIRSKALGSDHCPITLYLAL
#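 Incision of a quenched TAMRA/BHQ-2 THF abasic-site duplex (50 nM) by 0.75 nM APE1, after 15 min compound preincubation, measured as fluorescence increase over three 60 s reads. Values normalized to buffer, DMSO and NSC13755 control wells.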
# POLB inh – qHTS Assay for Inhibitors of DNA Polymerase Beta. P06746. Potency, µM (doses to about 114 µM), for inactives: top-dose activity change, negative = inhibition, usual class: inhibitors. AID 485314, 2010. 340,000 compounds, 1.3% hits. Pol beta primer extension/strand displacement, fluorescence kinetic; also: potency is read from the fitted curve at half-maximal effect; % is scaled to controls: 0 for no effect and ±100 for the full control effect
#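 10 nM enzyme + cpd, 15 min RT; start with substrate 50 nM final; read 0 min and after 10 min RT. Corrected, normalized data; 4-parameter Hill curve fit.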
# Pol kappa inh – qHTS for Inhibitors of Polymerase Kappa; DNA polymerase kappa (Homo sapiens), Q9UBT6; purified Pol kappa, fluorescent DNA synthesis assay, 10 min; Potency, µM (top dose mostly 107 µM), for inactives: at the highest dose activity, negative = inhibition, most hits filed as inhibitors; 400,000 compounds, 0.53% hits; AID 588579, 2011; also: potency is read from the fitted curve at half-maximal effect; % is scaled to controls: 0 for no effect and ±100 for the full control effect
#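 First, compounds were pin-transferred onto 10 nM Pol kappa. After 15 min at room temperature, substrate was added to 50 nM final. Fluorescence was then measured kinetically at 0 and 10 min.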
# RXFP1 antag – qHTS Assay for Antagonists of the Relaxin Receptor RXFP1; Relaxin receptor 1 (Homo sapiens), Q9HBX9; HEK293-RXFP1, relaxin-stimulated cAMP HTRF, 30 min; active compounds read low; activity change, negative = inhibition, % at 57.5 µM; 350,000 compounds, 0.59% hits; AID 1259400, 2018;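 active = activity change of -60% or lower, but not beyond a set lower limit; inconclusive = change between -60% and -40%, or beyond the set limit; inactive = change above -40%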; also: % is scaled to controls: 0 for no effect and ±100 for the full control effect
# PGK inhibitor – qHTS Assay to Find Inhibitors of Phosphoglycerate Kinase. Phosphoglycerate kinase, glycosomal (Trypanosoma brucei brucei), P07378. PGK/GAPDH coupled, Kinase-Glo luminescence, 60 min. Potency, µM (highest dose often 57.5 µM), inactives show at the top dose activity change, negative = inhibition, usual class: inhibitors. 380,000 compounds, 0.043% hits; also: potency is read from the fitted curve at half-maximal effect; % is scaled to controls: 0 for no effect and ±100 for the full control effect; nearly all actives have a fitted effect of over 60% in size
# Target sequence (P07378 whole entry, looked up): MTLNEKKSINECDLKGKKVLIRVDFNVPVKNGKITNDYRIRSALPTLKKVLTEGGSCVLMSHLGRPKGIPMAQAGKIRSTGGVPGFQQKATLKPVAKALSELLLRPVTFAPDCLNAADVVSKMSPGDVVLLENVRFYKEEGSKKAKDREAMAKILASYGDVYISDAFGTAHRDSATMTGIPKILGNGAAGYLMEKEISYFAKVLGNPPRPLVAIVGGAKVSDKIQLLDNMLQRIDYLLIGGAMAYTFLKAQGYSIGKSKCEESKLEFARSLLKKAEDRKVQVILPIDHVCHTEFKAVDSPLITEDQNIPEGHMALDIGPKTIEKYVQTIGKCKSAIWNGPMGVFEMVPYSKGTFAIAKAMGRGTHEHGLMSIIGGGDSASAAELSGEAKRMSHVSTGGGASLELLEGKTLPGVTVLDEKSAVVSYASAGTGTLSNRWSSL
#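 Recombinant glycosomal PGK reaction used 1,3-bisphosphoglycerate generated in-well by GAPDH (100nM final) in 100mM TEA pH 7.6, 5mM MgCl2, 0.01% Tween-20. After 60 minutes at room temperature, ATP was read by Kinase-Glo Plus luminescence end-point.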
# An asterisk follows results filed as active; i = inactive; ? = inconclusive; . = not tested or not shown; [ ] = dose if it differs, or a comment. Unless noted, calls follow the shape of the dose curve; as a rule, active = well fitted curve in the direction sought with a large enough effect; inconclusive = small, poorly fitted or top-dose-only effect, or another doubt; inactive = no such curve, though single readings can be large; an effect the other way counts as inactive or inconclusive. Some of the compounds tested, so the mix of outcomes need not match the whole.
SMILES,Anesthetic bind,Pol iota inh,BLM inh,POLH inh,APEX1 inh,POLB inh,Pol kappa inh,RXFP1 antag,PGK inhibitor
NC(C(=O)O)C(c1ccccc1)C(F)F (stereo not drawn),4%,-4%,-2%,5%,-4%,23%,8%,3,-7%
COc1ccc(OC)c(/C=N/NC(=O)CC2C(=O)NN=C2C)c1 (stereo not drawn),59%[activator],?,-1%,4%,14%,22%,-5%,-3,4%
COc1ccc(C(O)(c2ccccc2OC)C(CN2CCOCC2)c2ccccc2)cc1 (stereo not drawn),-19%,0%,-4%,-5%,-1%,1%,-8%,-9,-5%
CCOC(=O)N1CCN(C(=O)C2CCC(CNS(=O)(=O)c3ccccc3)CC2)CC1 (stereo not drawn),-4%,18%,-3%,-11%,-2%,28%,0%,9,-1%
O=C(Nc1nncs1)c1cccc(S(=O)(=O)N2CCCC2)c1,6%,3%,1%,5%,0%,-29%,-8%,2,-2%
Cc1cc(C)c(S(=O)(=O)N(CC(=O)N2CCOCC2)C2CCCCC2)c(C)c1,-1%,28%,0%,-5%,0%,-1%,-17%,-3,-2%
Cc1ccc(-n2c(SCC(=O)Nc3cc(C)on3)nc3c([nH]c4ccccc43)c2=O)cc1,-7%,32%[activator],-2%,-17%,-1%,-30%,6%,.,1%
Cc1c(NC(=O)C(C)Oc2ccccc2F)c(=O)n(-c2ccccc2)n1C (stereo not drawn),5%,0%,-3%,-5%,27%,-4%,9%,-9,-11%
O=C(Nc1ccccc1)c1ccc(NCCc2ccccc2)c([N+](=O)[O-])c1,11%,11%,4%,-11%,-8%,17%,-24%,5,0%
CC(=O)C1=C(c2ccccc2)NC(=O)NC1c1ccccc1OCC#N (stereo not drawn),-5%,38%[activator],-2%,-7%,15%,23%,-4%,-11,2%
COc1cc(S(=O)(=O)N2CCCCCC2)ccc1Cl,-17%,?,-4%,-19%,-4%,-1%,1%,8,-12%
COCCn1nnnc1SCC(=O)Nc1ccc2c(c1)OCO2,-5%,4%,-4%,-14%,-5%,-23%,20%,0,-3%
Cc1nc(C(F)(F)F)c(C(=O)N/N=C(\N)c2ccccn2)s1,-2%,38%[activator],-7%,-22%,10%,3%,-10%,24,-7%
COc1cccc(CNc2ncnc3onc(-c4ccc(F)cc4)c23)c1,-11%,7%,-2%,-2%,.,32%,-11%,-6,3%
Cc1nc2nc(SCC(=O)NCCc3ccc(Cl)cc3)nn2c(C)c1Cc1c(F)cccc1Cl,0%,-2%,-1%,-22%,.,1%,3%[60.1 µM],-13,-2%
CCC(C)Sc1ccc([C@H]2N[C@@](C)(C(=O)OC)[C@H]3C(=O)N(CC)C(=O)[C@@H]23)cc1OC (stereo partly drawn),.,-3%,.,-15%,-8%,.,-7%,.,-2%
COc1ccc(-n2c(O)c(/C=N/NS(=O)(=O)c3cc(C)ccc3C)c3ccccc3c2=O)cc1OC,54%[activator],?,-17%,?,?,?,?,-3,-4%
Cn1c(=O)[nH]c(=O)c2c1nc(NCCN)n2CCOc1ccccc1,-10%,19%,-3%,2%,8%,3%,-1%,-4,-6%
CCC(=O)Nc1ccc(NC(=O)CSc2nc3cc4c(cc3cc2C)CCC4)cc1,-7%,4%,-2%,3%,1%,-11%,-9%,3,-3%[11.5 µM]
CC(C)c1ccc(Nc2nnc(SC3CCOC3=O)s2)cc1 (stereo not drawn),-2%,106%[activator],-5%,-8%,1%,42%,-5%,?,6%
Cc1ccc(C)n1-c1nnc(N2CCCC(C(=O)NCc3ccc(F)cc3)C2)s1 (stereo not drawn),-10%,16%,3%,-10%,.,-13%,-6%,.,-6%
COc1ccccc1C(=O)Nc1ccc(C(=O)OCc2cc(=O)n3c4c(sc3n2)CCCC4)cc1,9%,7%,-8%,-7%,.,8%,-4%[60.1 µM],9,i
CCOC(=O)c1c(C)[nH]c(CCC(=O)Nc2ccccc2C(=O)OC)c1C,5%,15%,-4%,-14%,.,21%,-3%[60.1 µM],-7,-2%
O=C(COC(=O)CCc1nc2ccccc2c(=O)[nH]1)Nc1ccc(Cl)cn1,-7%,62%[activator],-5%,-34%,2%,3%,-4%,-2,2%
Cc1ccc(OCC(=O)OCC(=O)c2cccc([N+](=O)[O-])c2)cc1C,-6%,143%[activator],-8%,-18%,48%,29%,3%,-20,-10%
Cc1ccc(NC(=O)/C(=C\c2cccc(Br)c2)NC(=O)c2ccco2)cc1,-23%,?,-1%,-2%,-3%,0%,-12%[60.1 µM],-20,-4%
O=C(NCC(c1ccco1)N1CCc2ccccc2C1)c1cccc([N+](=O)[O-])c1 (stereo not drawn),.,29%,.,-25%,4%,.,-18%,-15,-1%
Cc1cc(=O)n2[nH]c(NCc3ccc(F)cc3)nc2n1,8%,-14%,-1%,-7%,.,4%,-2%,-1,14%
Cc1ccccc1N1CCN(C2CCCN(C(=O)c3ocnc3C)C2)CC1 (stereo not drawn),-6%,32%[activator],-1%,-3%,4%,-4%,-16%,5,-6%
Cc1cccc(NC(=O)Cn2cnc3c(oc4nc5c(cc43)COC(C)(C)C5)c2=O)c1,1%,0%,-6%,8%,4%,4%,4%[60.1 µM],-8,-8%

# Ordered by the number under POLH inh (rising): some entries from above
SMILES	POLH inh
CCOC(=O)c1c(C)[nH]c(CCC(=O)Nc2ccccc2C(=O)OC)c1C	-14%
CC(=O)C1=C(c2ccccc2)NC(=O)NC1c1ccccc1OCC#N (stereo not drawn)	-7%
Cc1cc(C)c(S(=O)(=O)N(CC(=O)N2CCOCC2)C2CCCCC2)c(C)c1	-5%
Cn1c(=O)[nH]c(=O)c2c1nc(NCCN)n2CCOc1ccccc1	2%

# Next entries.
SMILES,Anesthetic bind,Pol iota inh,BLM inh,POLH inh,APEX1 inh,POLB inh,Pol kappa inh,RXFP1 antag,PGK inhibitor
CCOC(=O)c1cc2c(ccn2C)n1CC(=O)N(C)C,0%,43%[activator],-5%,-10%,0%,-4%,3%,-1,-10%
O=C(COC(=O)c1ccc([N+](=O)[O-])o1)NC1CCCCC1,.,79µM*,.,?,-16%,.,-21%,4,-2%
COc1ccc(C(=O)NCCSC2CCCCC2)cc1,-21%,24%,-4%,-3%,-1%,16%,-20%,-4,-4%
OCCNCc1cc(Br)ccc1OCc1ccc(Cl)cc1Cl,6%,4%,3%,-8%,-9%,17%,-4%,-36,-9%
O=C(CCN1C(=O)C2C3C=CC(C3)C2C1=O)N1CCN(c2cccc(Cl)c2)CC1 (stereo not drawn),-14%,-1%,-2%,1%,2%,34%,-11%,1,-5%
NC(=O)NNc1cccc(Cl)n1,-3%,14%,-2%,-4%,-1%,-27%,-6%,-3,-7%
CCCCCCn1c(COc2ccccc2F)nnc1SCC(=O)c1c(N)n(C)c(=O)n(C)c1=O,1%,.,-6%,.,7%,26%,.,.,.
O=C(CNC(=S)N(Cc1ccc(F)cc1)C1CCCCC1)NCCN1CCOCC1,-5%,63%[activator],-1%,-15%,0%,34%,-10%,2,-7%
COc1ccccc1NC(=O)Nc1ccccc1N1CCOCC1,-9%,22%,-5%,-12%,-1%,-2%,-8%,2,-10%
COc1cc([N+](=O)[O-])cc(/C=N/NC(=O)c2cccnc2)c1O,2%,?,-12%,?,21%,?,-10%,13,-5%
Cc1noc(NS(=O)(=O)c2ccc(NC(=O)C(Cl)(Cl)Cl)cc2)c1C,-3%,11%,-2%,-11%,44%,5%,-8%,-8,5%
CC(C(=O)N(C)C1CCCCC1)N1CCC(C(N)=O)CC1 (stereo not drawn),7%,-3%,1%,-20%,10%,9%,2%,-9,-1%
COc1cccc(N2CCN(c3ccc4nnc(CCC(=O)Nc5cc(C)ccn5)n4n3)CC2)c1,-6%,-11%,-1%,-11%,38%,23%,-13%,17,-6%
COC(=O)CSc1nnc(Cc2cc(=O)[nH]c(=O)[nH]2)n1-c1cccc(OC)c1,-1%,?,-1%,2%,-2%,-23%,-2%,-6,i
O=C(CSc1nc2ccccc2nc1Cc1ccccc1)Nc1ccc2c(c1)OCO2,-6%,-2%,-3%,10%,.,0%,-1%[60.1 µM],-3,2%
COc1ccc(NC(=O)COc2nsnc2N2CCOCC2)cc1,-3%,?,0%,-5%,-4%,-17%,-1%[60.1 µM],-2,-7%
CCN1CCN(CCOc2cccc(Oc3ccccc3)c2)CC1,-8%,0%,-4%,-15%,-2%,3%,-6%,-1,-4%
Cc1cccc(-n2nnc3cnn(C)c3c2=O)c1,-20%,-18%,2%,-18%,?,?,-3%,-7,-7%
Cc1cc2c(cc1C)CN(c1ccccc1)C2,-11%,86%,-7%,-7%,-3%,3%,-6%,3,-14%
Cc1cc(=O)[nH]c2c(N=Nc3ccc(O)cc3)c(N)nn12,?,?,16µM*,-18%,?,2%,89µM*,5,.
O=C(Nc1ccc2c(c1)OCCO2)c1cccc(S(=O)(=O)N2CCOCC2)c1,-16%,-3%,0%,-7%,0%,16%,-7%,26,0%
COc1ccc(Br)cc1CNc1ccc(N2CCOCC2)cc1,3%,?,-3%,-7%,9%,0%,-10%,7,.
COc1ccc(-n2c(C)cc(C(=O)COC(=O)Cc3n[nH]c(=O)c4ccccc34)c2C)cc1,6%,14%,-1%,-9%,-3%,-14%,3%,.,-2%
Cc1nc(C(=O)NC2CC2)sc1C1(C)CC(c2ccccc2)=NO1 (stereo not drawn),-4%,-8%,-2%,-13%,18%,-6%,18%,.,-7%
